Screening results deposited in PubChem BioAssay by National Center for Advancing Translational Sciences (NCATS).
Sm TGR block – inhibitors of Schistosoma mansoni thioredoxin glutathione reductase; Potency, µM (doses to about 114 µM), without a hit: top-dose activity change, negative = inhibition, actives largely listed as inhibitors; Q962Y6; purified TGR, DTNB reduction, TNB absorbance 405 nm; 3% of 360,000 active; also: potency is read from the fitted curve at half-maximal effect; nearly all actives have a fitted effect of over 60% in size
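First, TGR (20 nM dispensed) and NADPH were mixed with compound. Second, a 15 min room-temperature incubation followed. Third, further NADPH and then DTNB were added to start the reaction. Finally, TNB absorbance was monitored kinetically.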
HCMV antiviral – human cytomegalovirus inhibition | HFF cells, HCMV-luciferase reporter, 72 h; stronger effect = lower value | activity change, negative = inhibition, % at 57.5 µM | 4.5% of 410,000 active; in the data active = activity change below about -60%; inconclusive = no clear call, values can overlap the other calls; inactive = above about -39%
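Steps: HFFs plated, 16 h 37C; compounds added; HCMV-luciferase added to MOI 1 PFU/cell; 72 h 37C; OneGlo reagent, 5 min room temperature; luminescence read, normalized to controls.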
FBPA Giardia inh – blocks Giardia fructose-bisphosphate aldolase activity; A8B2U2; AID 2451; purified Giardia FBPA; Potency, µM (top dose mostly 59.6 µM), for the others: at the highest dose activity, negative = inhibition, most hits filed as inhibitors; 0.71% of 290,000 active; also: potency is read from the fitted curve at half-maximal effect; nearly all actives have a fitted effect of over 55% in size
Target sequence (A8B2U2 whole entry, looked up): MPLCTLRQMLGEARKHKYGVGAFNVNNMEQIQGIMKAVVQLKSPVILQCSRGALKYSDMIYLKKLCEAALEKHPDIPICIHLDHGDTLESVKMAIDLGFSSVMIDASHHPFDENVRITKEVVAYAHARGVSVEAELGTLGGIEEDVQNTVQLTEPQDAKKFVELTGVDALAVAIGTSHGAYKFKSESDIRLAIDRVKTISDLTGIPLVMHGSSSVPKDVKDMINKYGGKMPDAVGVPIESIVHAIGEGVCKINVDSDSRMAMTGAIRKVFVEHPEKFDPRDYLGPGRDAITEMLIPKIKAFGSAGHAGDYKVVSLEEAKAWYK
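40 nM FBPA preincubated 10 min at RT with compound (up to 57.5 uM final), then substrate plus GAPDH/TPI/NAD/arsenate coupling and diaphorase/resazurin added. Fluorescence read after 20 min at RT, 525/598 nm.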
AmpC inh no detg – blocks E. coli AmpC beta-lactamase in detergent-free assay; P00811; AmpC nitrocefin hydrolysis, absorbance 480 nm, 0.0001% Triton; Potency, µM (highest dose often 57.1 µM), inactives show at the top dose activity change, negative = inhibition, most hits filed as inhibitors; 0.52% of 330,000 active; AID 485341;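 also: potency is read from the fitted curve at half-maximal effect; plate controls were no compound for no effect and no enzyme for full effect; nearly all actives have a fitted effect of over 20% in size; some results filed as inactive show a strong effect at the top dose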
Target sequence (P00811 whole entry, looked up): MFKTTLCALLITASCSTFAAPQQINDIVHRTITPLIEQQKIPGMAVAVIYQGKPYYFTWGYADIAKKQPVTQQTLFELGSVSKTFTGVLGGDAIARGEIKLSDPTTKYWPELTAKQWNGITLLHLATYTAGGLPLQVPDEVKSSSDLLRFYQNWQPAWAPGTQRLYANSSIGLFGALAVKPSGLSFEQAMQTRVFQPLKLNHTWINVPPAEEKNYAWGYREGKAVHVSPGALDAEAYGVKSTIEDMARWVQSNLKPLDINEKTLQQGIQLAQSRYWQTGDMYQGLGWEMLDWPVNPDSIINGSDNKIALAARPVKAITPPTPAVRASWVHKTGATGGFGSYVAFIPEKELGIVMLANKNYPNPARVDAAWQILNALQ
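AmpC (5.3 nM in the dispensed reagent) in 20 mM phosphate pH 7.0 with 0.01% (detergent screen) or 0.0001% Triton X-100 was preincubated with compounds for 15 min at room temperature. Nitrocefin was then added from an 800 uM solution, and hydrolysis was followed at 480 nm.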
HCV inh – inhibitors of hepatitis C virus infection; Huh7.5.1 HCVcc-Cre infection, luciferase reporter, 44 h; Potency, µM (series often up to 41.8 µM), without a hit: at the top dose activity change, negative = inhibition, most hits filed as inhibitors; 3.4% of 340,000 active; AID 651820; also: potency is read from the fitted curve at half-maximal effect
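A cell-based infection assay in which seeded cells (1,000 per well) receive test compound after 4 h, are inoculated with HCVcc-Cre at approximately 0.5 moi, and are incubated 44 h before luminescence detection.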
AmpC detergent – AmpC beta-lactamase inhibition with detergent present. P00811. AmpC hydrolysis of nitrocefin, absorbance 480 nm, 0.01% Triton. Potency, µM (titrated, usually from 114 µM), inactives show top-dose activity change, negative = inhibition, most hits filed as inhibitors. 0.041% of 370,000 active;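 also: potency is read from the fitted curve at half-maximal effect; 0% = no-compound wells and -100% = no-enzyme wells; nearly all actives have a fitted effect of over 25% in size; some results filed as inactive show a strong effect at the top dose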
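20 mM phosphate pH 7.0 + 0.01% (detergent screen) or 0.0001% Triton X-100; 5.3 nM AmpC reagent; cpd preinc 15 min RT; nitrocefin (800 uM stock) to start; A480 q20 s × 4 min; Activity was normalised to no-enzyme and no-compound control wells.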
* hit, by the source's call; ? = inconclusive; / = no result given; & = joins results of further samples; ! = repeats disagree; [ ] = another dose, or the depositor's remark. Unless noted, calls follow the shape of the dose curve; as a rule, active = well fitted curve in the direction sought with a large enough effect; inconclusive = small, poorly fitted or top-dose-only effect, or another doubt; inactive = no such curve, though single readings can be large; an effect the other way counts as inactive or inconclusive. Unless noted, % is scaled to controls: 0 for no effect and ±100 for the full control effect.

mol | Sm TGR block | HCMV antiviral | FBPA Giardia inh | AmpC inh no detg | HCV inh | AmpC detergent
CC(C)=CC(=O)OCC(=O)Nc1cc([N+](=O)[O-])ccc1F | -2.0% | 3.0 | 2.8% | -7.9% | 17.2% | 4.4%
COc1ccccc1CNC(=O)C1CCCN(S(=O)(=O)c2ccc3c(c2)CC(C)N3C(C)=O)C1 (centres undefined) | -7.9% | ? | -3.1% | 107.5%[activator] | ? | 3.8%
Cc1ccccc1S(=O)(=O)Cc1ccc(C(=O)NCCCN2CCN(C)CC2)o1 | 0.3% | 12.4 | 6.9% | -0.6% | 13.7% | -7.1%
CSc1nnc([C@H](C)NC(=O)OC(C)(C)C)o1 | 2.9% | -1.3 | 10.7% | -20.2% | 5.8% | ?
N/C(=N\[N+](=O)[O-])N1CCN(C(=O)c2ccccc2)CC1 | -0.1% | -33.0 | 3.9% | -17.6% | 11.7% | -2.0%
CCOc1ccc2nc(NC(=O)COC)sc2c1 | 13.4% | 55.0 | -3.7% | -18.7% | -10.4% | 5.2%
C=CCNC1=C(Cl)C(=O)c2ccccc2C1=O | 44.7µM* | 68.4 | ? | -10.7% | ? | -6.2%
CCOc1cc(CNC(=O)c2ccccc2NC(=O)c2nsc3ccccc23)ccc1OC | -2.1% | -81.6* | / | / | / | 16.3%
Cc1ccc(S(=O)(=O)N2CCN(Cc3ccco3)CC2)cc1C | 4.7% | ? | 5.0% | 34.6% | 2.4% | ?
COc1ccc(CNC(=O)c2cn(-c3cccc(OC)c3)c(=O)c3ccccc23)cc1 | -1.1% | -37.5 | / | / | / | 21.0%
O=C1C2C3C=CC(CC3)C2C(=O)N1c1nccs1 (centres undefined) | -2.3% | -4.9 | 4.1% | -11.2% | 19.1% | -0.7%
COc1ccc(S(=O)(=O)N(CC(=O)Nc2cc(C)ccc2OC)Cc2ccccc2)cc1 | 3.7% | -32.3 | / | / | / | 19.3%
N#CC(C#N)=Cc1ccc(O)c(O)c1 | 1.41µM* | 29.9 | 14.1µM*! | -18.8% | -3.3% | ?
COc1cccc(-n2nnc3c(=O)n(Cc4cccc(C)c4)cnc32)c1 | 8.9% | -4.8 | 2.5% | -6.9% | ? | 7.6%
CCCCCn1c(=O)[nH]c2cc(C(=O)NCc3ccccc3)ccc2c1=O | -7.5% | -22.8 | / | / | / | -0.8%

mol | Sm TGR block | HCMV antiviral | FBPA Giardia inh | AmpC inh no detg | HCV inh | AmpC detergent
O=c1c2c3c(sc2nc2sc(CN4CCOCC4)cn12)CCCC3 | 0.9% | 18.4 | 18.3% | 4.8% | 1.6%&15.7% | -5.1%
COc1ccc(-c2nc3cc(C)ccn3c2NC(=O)c2c(F)cccc2Cl)cc1 | -10.8% | -24.5 | -4.8% | 42.8% | -2.6% | 0.7%
Nc1c(C=C2C=CC(=O)C=C2)c(=O)nc2sc(CC(=O)N3CCCCC3)nn12 | 6.4% | -7.9 | / | -31.6% | 13.3% | 8.6%
CCOC(=O)Nc1cccc(OCC(=O)Nc2ccccc2OC)c1 | 0.0% | -35.3 | -0.8% | -28.6% | ? | -17.9%
COc1cc(SC)ccc1C(=O)Nc1ccc(Cl)cn1 | 11.4% | -74.9* | -11.2% | -6.9% | 6.8% | 5.0%
CCOc1ccc(Sc2cc(C(=O)NCc3ccc(C)cc3)c3ccccc3n2)cc1 | 1.4% | 12.8 | / | / | / | 3.5%
COC(=O)c1ccccc1NC(=O)CSc1ncccn1 | 2.8% | 16.2 | -1.2% | -6.7% | 6.8% | 4.9%
CCOC(=O)N1CCC(NC(=O)c2ccc3c(c2)N=C(CC)c2cc(C)ccc2S3)CC1 | -19.2% | 0.0 | 3.6% | 124.6%[activator] | 3.16µM* | -8.2%
O=C(Nc1ccc(S(=O)(=O)Nc2ncccn2)cc1)c1ccccc1NS(=O)(=O)c1ccc(Cl)cc1 | -2.3% | 13.8 | 22.1% | -53.5% | 13.5% | -10.6%
CCOc1ccc(/C=N/Nc2ccccn2)cc1OC | 28.3% | 59.4 | -0.1% | -21.9% | -21.8% | -1.2%
CC(=O)N1c2ccc(S(=O)(=O)N3CCC(C(=O)N4CCN(c5ccccc5)CC4)CC3)cc2CC1C (centres undefined) | -8.9% | -23.3 | / | 175.7%[activator] | ? | 1.9%
COc1cccc(Nc2c(F)c(OC)c(F)c(F)c2C(=O)O)c1 | -17.2% | -1.3 | 23.0% | -17.6% | 15.3% | -8.5%
C=C(C)c1cccc(C(C)(C)NC(=O)Nc2cc(C)ccc2OC)c1 | 13.7% | -12.2 | / | -47.7% | ? | -2.4%
O=C(C(=O)N1CCc2ccccc2C1)c1cn(CC(=O)N2CCCC2)c2ccccc12 | -8.6% | ? | 0.3% | 124.2%[activator] | 34.4%[activator] | -7.3%
CCn1c(O)c(C=Nc2ccccc2)n(-c2ccccc2)c1=S | 17.6% | ? | -20.1% | -10.7% | ? | -0.8%

Overlap with the part before: 3 entries; new compounds follow.
mol | Sm TGR block | HCMV antiviral | FBPA Giardia inh | AmpC inh no detg | HCV inh | AmpC detergent
C=C(C)c1cccc(C(C)(C)NC(=O)Nc2cc(C)ccc2OC)c1 | 13.7% | -12.2 | / | -47.7% | ? | -2.4%
O=C(C(=O)N1CCc2ccccc2C1)c1cn(CC(=O)N2CCCC2)c2ccccc12 | -8.6% | ? | 0.3% | 124.2%[activator] | 34.4%[activator] | -7.3%
CCn1c(O)c(C=Nc2ccccc2)n(-c2ccccc2)c1=S | 17.6% | ? | -20.1% | -10.7% | ? | -0.8%
CCc1nnc(NC(=O)CSCc2cc(=O)c3ccc(C)cc3[nH]2)s1 | -5.9% | 1.2 | / | / | / | 0.9%
COc1ccc([N+](=O)[O-])cc1N(CC(=O)NC1CCCCC1)S(C)(=O)=O | / | -29.3 | 0.7% | -35.4% | 13.4% | -1.4%
CCn1c(CSc2nc(C)cc(C)n2)nnc1SCC(=O)N1CCCc2ccccc21 | 3.1% | -22.5 | -4.6% | 21.3% | ? | 0.2%
CC(NC(=O)CCNC(=O)c1ccc(C(C)(C)C)cc1)c1ccccc1 (centres undefined) | / | -21.0 | / | 127.2%[activator] | -24.8% | /
O=c1[nH]ncc2c3ccccc3n(Cc3cccc(Cl)c3)c12 | -1.2% | -25.7 | -0.4% | -45.3% | ? | ?
COc1ccc(OC)c(S(=O)(=O)N2CCC(C(=O)NCCc3ccc(OC)c(OC)c3)CC2)c1 | 4.7% | 6.2 | -2.9% | 72.2%[activator] | -27.0%&6.6% | -3.5%
Cc1c(Cl)cccc1NC(=O)CN1C(=O)COc2ccc(S(=O)(=O)Nc3ccccc3)cc21 | 4.1% | ? | / | / | / | 23.4%
CC1CCC(NC(=O)c2nn(C)c3c2CSc2ccccc2-3)CC1 (centres undefined) | 1.3% | -6.8 | / | -47.1% | ? | ?
Cc1ccc(C(=O)Cn2nnc(-c3ccccc3)n2)cc1 | ? | 7.4 | -0.2% | -35.0% | -10.1% | -1.6%
CC1CN(c2ccc(NC(=S)NNCCC#N)cc2)CC(C)O1 (centres undefined) | -6.0% | -7.4 | -24.5% | 18.4% | -10.2% | 1.3%
COc1ccc(N2CCN(C(=O)c3cc(-c4cc(OC)ccc4OC)nc4ccccc34)CC2)cc1 | -2.2% | 15.9 | 8.6% | 87.1%[activator] | / | -0.3%
Cc1cccc(Cn2c(=O)n(CCc3ccccc3)c(=O)c3c(C)c(C)sc32)c1 | 1.1% | -3.4 | / | / | / | 25.3%
CC(=O)C1(C)N(O)C(C)(C)C(c2ccco2)=[N+]1[O-] (centres undefined) | -35.1% | 19.3 | 4.2% | -2.1% | 20.7% | -16.2%
O=C1NC(=O)/C(=C/c2ccc(-c3cc(C(=O)O)ccc3Cl)o2)S1 | -25.5% | -10.9 | 31.6µM* | -34.6% | 8.4% | -12.1%
COc1ccc(-c2csc(/C(C#N)=C\c3ccc(O)c([N+](=O)[O-])c3)n2)cc1OC | -7.5% | -33.2 | 13.0% | -26.2% | 7.6% | -1.9%

Nothing new here: entries from further up.
mol | Sm TGR block | HCMV antiviral | FBPA Giardia inh | AmpC inh no detg | HCV inh | AmpC detergent
Cc1ccc(C(=O)Cn2nnc(-c3ccccc3)n2)cc1 | ? | 7.4 | -0.2% | -35.0% | -10.1% | -1.6%
CC1CN(c2ccc(NC(=S)NNCCC#N)cc2)CC(C)O1 (centres undefined) | -6.0% | -7.4 | -24.5% | 18.4% | -10.2% | 1.3%
COc1ccc(N2CCN(C(=O)c3cc(-c4cc(OC)ccc4OC)nc4ccccc34)CC2)cc1 | -2.2% | 15.9 | 8.6% | 87.1%[activator] | / | -0.3%
Cc1cccc(Cn2c(=O)n(CCc3ccccc3)c(=O)c3c(C)c(C)sc32)c1 | 1.1% | -3.4 | / | / | / | 25.3%

(list continues)
Molecule	Sm TGR block	HCMV antiviral	FBPA Giardia inh	AmpC inh no detg	HCV inh	AmpC detergent
C[C@@H]1C=CC(=O)O[C@@H]1c1ccc(C(F)(F)F)cc1	-0.5%	/	1.1%	-3.6%	/	?
CN1C(=O)C(c2ccc([N+](=O)[O-])cc2[N+](=O)[O-])C(=O)N(C)C1=O	?	-20.1	-3.6%	-12.1%	12.3%	-0.3%
O=C(Nc1ccc(Cl)cc1)Nc1nnc(SCc2ccc(Cl)cc2)s1	?	-17.8	4.7%	-18.7%	12.9%	7.1%
Nc1nc(SCC(=O)Nc2cccc(F)c2)n[nH]1	/	-100.3*	/	-18.1%	-1.1%	/
CCN(CC)CCCNC(=O)c1cn(CC)c2ccc(S(=O)(=O)N(C)C3CCCCC3)cc2c1=O	-18.4%	-25.5	-10.4%	105.3%[activator]	-0.9%	-3.4%
O=C1Nc2ccc(Br)cc2/C1=C/C(=O)c1ccc2c(c1)OCO2	-25.8%	-100.3*	-9.7%	-42.0%	?	1.0%
O=C(O)COc1ccc(/C=C2\SC(=Nc3ccccc3)N(c3ccccc3)C2=O)cc1	-10.9%	28.6	?	-22.9%	3.8%	3.8%
O=C(Cn1cc(C(=O)C2CC2)c2ccccc21)Nc1ccc(Br)cc1	-2.4%	-21.1	/	/	/	22.2%
Cn1c(Cn2cnc3ccccc32)nc2ccccc21	3.3%	-20.2	-0.8%	-12.2%	-26.8%	?
CC(C)OC(=O)CSc1nc(-c2ccc(F)cc2)nc2ccc(F)cc12	6.0%	55.6	0.4%	-19.1%	7.7%	-0.5%
CCN(Cc1ccccc1)C(=O)Cn1cnc2c1c(=O)n(C)c(=O)n2C	13.1%	7.2	-0.2%	-3.3%	8.1%	4.0%
COc1ccc2[nH]c(C(=O)N(Cc3ccccn3)Cc3ccccn3)cc2c1	2.6%	4.8	1.4%	17.6%	12.1%	0.4%

Rows were taken by chance, and some 9.9% of all compounds hit somewhere here.
